# VP16 counter = inhibits Gal4-VP16 luciferase reporter, ROR gamma counter-screen; 310,000 tested, 3.5% active; Drosophila S2 Gal4-VP16 UAS-luciferase, luminescence, 20 h; AID 2546; Potency, µM (doses to about 53.6 µM), for inactives: top-dose activity, negative = inhibition, hits mostly inhibitors;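 also: Gal4-VP16 expression switched on by copper sulfate through the metallothionein promoter; potency is read from the fitted curve at half-maximal effect; % is scaled to controls: 0 for no effect and ±100 for the full control effect; nearly all actives have a fitted effect of over 50% in size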
# ELG1 DNA repair = ELG1-dependent DNA repair inhibition | HEK293T ELG1-luciferase reporter, luminescence, 16 h; DNA damage induced by 5-fluorouridine | Potency, µM (titrated, usually from 46.1 µM), inactives show top-dose activity change, negative = inhibition, usual class: inhibitors | 330,000 tested, 2.3% active | AID 504467; also: potency is read from the fitted curve at half-maximal effect; % is scaled to controls: 0 for no effect and ±100 for the full control effect; nearly all actives have a fitted effect of over 55% in size
#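 5-Fluorouridine DNA damage + compound/DMSO, 2,000 cells/well, 16 h, 37 °C/5% CO2. ONE-Glo, 30 min RT, luminescence. Readout = decrease in reporter signal.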
# BRCA1 expr act = increases BRCA1 expression; Potency, µM (series often up to 46.1 µM), for inactives: top-dose activation, actives largely listed as activators; MCF7-BRCA1-FFLuc reporter, luminescence, 48 h; response scale: scaled: vehicle 0%, 10 µM genistein 100%; 380,000 tested, 1.1% active; also: potency is read from the fitted curve at half-maximal effect; nearly all actives have a fitted effect of over 80% in size; some results filed as inactive show a strong effect at the top dose
#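 Activators of BRCA1 expression were detected as increased firefly luciferase luminescence in engineered MCF7 cells after 48 h compound incubation. Signals were scaled to genistein 10 microM as full activation.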
# RORg inh = blocks mouse ROR gamma transcriptional activity; P51450; Drosophila S2 Gal4-RORgamma UAS-luciferase reporter, 20 h; Potency, µM (top dose mostly 53.6 µM), inactives show top-dose activity change, negative = inhibition, actives largely listed as inhibitors; 310,000 tested, 5.4% active; AID 2551; also: potency is read from the fitted curve at half-maximal effect; % is scaled to controls: 0 for no effect and ±100 for the full control effect; nearly all actives have a fitted effect of over 60% in size
#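 ROR gamma transcriptional activity was tracked as Gal4-UAS luciferase output in stably transfected Drosophila Schneider cells, with compound added 1 hr before 700 uM copper sulfate induction and a 20 hr ambient-temperature incubation.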
# NPC1 promoter act = NPC1 promoter activation; Huh7 NPC1 promoter luciferase reporter, 24 h; Potency, µM (series often up to 9.22 µM), for the others: top-dose activation, actives largely listed as activators; 320,000 tested, 2.4% active;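 also: potency is read from the fitted curve at half-maximal effect; % of control where 0% means no effect; nearly all actives have a fitted effect of over 60% in size; reporter is driven by a mutant NPC1 promoter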
#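 NPC1 promoter–luciferase Huh7 cells; 24 h compound; luminescence.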
# Tb PFK block = T. brucei PFK enzyme inhibition; O15648; T. brucei PFK, ADP-Glo luminescence; Potency, µM (titrated, usually from 57.5 µM), inactives show at the top dose activity, negative = inhibition, actives largely listed as inhibitors; 330,000 tested, 0.17% active; AID 485367;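 also: potency is read from the fitted curve at half-maximal effect; 0% = uninhibited 1x PFK enzyme wells and -100% = no-enzyme wells; nearly all actives have a fitted effect of over 60% in size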
#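 PFK 1.25 nM, F6P 0.5 mM, ATP 0.1 mM, 0.1 M TEA pH 8.0, 5 mM MgCl2, 0.01% Tween20, 0.1% BSA; 45 min RT. ADP-Glo readout. qHTS titration up to 57 uM; curves fitted, compounds curve-classed.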
# FLuc modulator = inhibits or activates purified firefly luciferase, miR-21 counter-screen; P08659; AID 588342; 360,000 tested, 6.9% active; Potency, µM (titrated, usually from 57.5 µM), inactives show top-dose activity change, negative = inhibition, hits mostly inhibitors; purified FLuc, Km substrates, luminescence inhibition;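 also: potency is read from the fitted curve at half-maximal effect; plate controls were vehicle for no effect and reference inhibitor for full effect; nearly all actives have a fitted effect of over 55% in size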
#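 Biochemical qHTS of compounds, final roughly 60 µM downward over six points, against 10 nM purified firefly luciferase using Km concentrations of substrates (10 uM D-luciferin, 10 uM ATP) in Tris acetate pH 7.5 buffer; luminescence output.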
# TRPV1 ag = activates the human vanilloid receptor TRPV1; 320,000 tested, 0.19% active; activation, % at 8.33 µM; Q8NER1; TRPV1-expressing cells, Fluo-8 calcium influx, agonist mode; AID 540275; in the data active = activation above about 80%; inconclusive = between about 30% and that limit; also: 0% is about no effect
# Target sequence (Q8NER1 whole entry, looked up): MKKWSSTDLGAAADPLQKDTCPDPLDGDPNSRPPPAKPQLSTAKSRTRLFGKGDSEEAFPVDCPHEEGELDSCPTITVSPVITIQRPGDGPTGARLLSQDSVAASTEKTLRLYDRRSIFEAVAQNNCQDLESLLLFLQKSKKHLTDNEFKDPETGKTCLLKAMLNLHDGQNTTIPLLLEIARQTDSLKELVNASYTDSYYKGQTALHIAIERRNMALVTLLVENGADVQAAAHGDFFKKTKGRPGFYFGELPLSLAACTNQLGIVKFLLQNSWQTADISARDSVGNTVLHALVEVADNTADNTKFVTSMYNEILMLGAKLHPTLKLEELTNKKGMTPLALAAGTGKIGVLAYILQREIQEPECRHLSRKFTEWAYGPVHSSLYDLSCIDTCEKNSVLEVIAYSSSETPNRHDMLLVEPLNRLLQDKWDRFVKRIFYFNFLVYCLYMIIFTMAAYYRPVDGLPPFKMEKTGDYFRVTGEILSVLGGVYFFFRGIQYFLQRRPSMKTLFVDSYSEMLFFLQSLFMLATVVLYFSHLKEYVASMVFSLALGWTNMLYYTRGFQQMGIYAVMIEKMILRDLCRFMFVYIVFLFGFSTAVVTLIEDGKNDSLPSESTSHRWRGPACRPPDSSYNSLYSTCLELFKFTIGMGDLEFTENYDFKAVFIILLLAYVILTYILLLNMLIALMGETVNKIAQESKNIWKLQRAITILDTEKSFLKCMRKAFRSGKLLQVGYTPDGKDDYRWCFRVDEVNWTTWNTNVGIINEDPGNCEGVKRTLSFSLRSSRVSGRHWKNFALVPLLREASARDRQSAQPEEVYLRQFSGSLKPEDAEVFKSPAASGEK
#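 TRPV1-expressing cells were cultured overnight at 35.5C and loaded with Fluo-8 calcium dye for 40 to 90 min at room temperature. After a 10 s baseline, compound was added and calcium influx was read kinetically for 3 min (ex 480/em 520 nm).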
# Rab9 promoter act = activates the Rab9 promoter | AID 485297 | Potency, µM (doses to about 9.22 µM), for inactives: top-dose activation, negative = inhibition, actives largely listed as activators | Huh7 Rab9 promoter-luciferase reporter, luminescence, 24 h | 320,000 tested, 2.8% active; also: potency is read from the fitted curve at half-maximal effect; % of control where 0% means no effect; nearly all actives have a fitted effect of over 60% in size
#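 Using Huh7 cells stably transfected with Rab9 promoter–luciferase, compounds were incubated 24 h at 37 °C, 5% CO2; luciferase luminescence was read 10 min after reagent addition.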
# ELG1 genotox = genotoxicity induction in ELG1-luciferase HEK293T cells. HEK293T ELG1-luciferase reporter, luminescence, 16 h. 330,000 tested, 1.3% active. Potency, µM (series often up to 46 µM), for inactives: at the highest dose activity change, positive = activation, most hits filed as activators; also: potency is read from the fitted curve at half-maximal effect; % of control where 0% means no effect; nearly all actives have a fitted effect of over 60% in size
#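 Luminescence read-out: rising ELG1-luciferase signal, reflecting elevated ELG1 protein under genetic stress, flags genotoxic compounds. Cells were treated for 16 hr at 37 °C before ONE-Glo detection.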
# p53 reactivator = mutant p53 re-activation in reporter cells; H1299 p53-A138V BP100-luciferase reporter, luminescence, 24 h; Potency, µM (series often up to 92.2 µM), for inactives: at the top dose activity change, positive = activation, usual class: activators; 320,000 tested, 0.063% active; also: potency is read from the fitted curve at half-maximal effect; % of control where 0% means no effect; nearly all actives have a fitted effect of over 45% in size
#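 p53-null H1299 cells stably carrying temperature-sensitive p53-A138V and a BP100-luciferase reporter were pinned with compounds (4-point, 1:5 series) and held 24 hrs at 37 deg C. Luminescence was read 10 min after detection reagent.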
# The depositor's hits bear a star; u = inconclusive; x = no result given; & = joins results of further samples; [ ] = dose if it differs, or a comment. Unless noted, calls follow the shape of the dose curve; as a rule, active = well fitted curve in the direction sought with a large enough effect; inconclusive = small, poorly fitted or top-dose-only effect, or another doubt; inactive = no such curve, though single readings can be large; an effect the other way counts as inactive or inconclusive.
# Sequence of screens: NPC1 promoter act, Rab9 promoter act, ELG1 DNA repair, RORg inh, BRCA1 expr act, FLuc modulator, p53 reactivator, VP16 counter, Tb PFK block, ELG1 genotox, TRPV1 ag
CCC(C)N(C(=O)COC(=O)CSc1ccc([N+](=O)[O-])cc1)C1CCS(=O)(=O)C1 (stereo not given)
 : 1%, 3%, 1%, 4%, -17%, -1%, -6%, 2%, -3%, -1%, 2
CN(C)C(=O)CN1C(=O)C2CCCCN2C(=O)c2ccccc21 (stereo not given)
 : -1%, 4%, 0%, -7%, -6%, -2%, 2%, -2%, -2%, -2%, 1
COc1ccc(/C=C2\Sc3ccc(C(=O)N4CCCC4)cc3N(C)C2=O)cc1OC
 : -4%, -11%, u, 4%, -5%, -1%, -7%, -1%, -4%, -4%, -4
C[C@@H]1COC(=O)[C@@H](Cc2ccc(F)cc2)C/C=C\C[C@@H](CC(=O)NCCO)C(=O)N1
 : x, x, 13%, x, 0%, x, 0%, x, 2%, -1%, x
COc1cccc(NC(=S)N2CCN(c3ccc([N+](=O)[O-])cc3)CC2)c1
 : -4%, -6%, -27%, 0%, -3%, 6%, 1%, 7%, -5%, -26%, -2
CCc1cccc(OCCn2ccnc2)c1
 : 5%, -5%, 0%, 20%, 2%, -3%, -2%, 3%, -11%, 2%, -3
CC[C@](C)(O)c1cc2ccccc2c(=O)o1
 : x, x, 22%, x, 0%, x, 1%, x, 10%, -1%, x
COc1cc(NC(=O)C2CCCO2)c(OC)cc1NC(=O)c1ccccc1 (stereo not given)
 : 8%, 7%, 10%, u, -17%, -12%, 8%, 2%, -6%, -3%, -1
Cc1ccc(OCC(=O)OCC(=O)c2ccccc2)cc1C
 : 0%, 0%, 16%, -12%, 1%, u, 12%, -14%, -3%, 3%, 30
Cc1cccn2c(=O)c(/C=C(\C#N)S(=O)(=O)c3ccccc3)c(N3CCN(c4ccccc4)CC3)nc12
 : 10%, 8%, -28%, 8%, -43%, -1%, -5%, 5%, 0%, 1%, 2
COc1ccc(-n2c(CCc3ccccc3)nnc2SCC(=O)NCc2ccccc2)cc1
 : 1%, -3%, u, u, -25%, 6%, -3%, u, 3%, -7%, -3
Cc1cc(=O)oc2cc(OCC(=O)N3CCCC3)c(Cl)cc12
 : -7%, -4%, 9%, x, 17%, -1%, -3%, x, -2%, 1%, -2
CC(=O)NCc1ccc(-c2nc3ccccc3s2)cc1
 : 2.2µM*, 0.63µM*, u, -22%, u, 3µM*, -4%, -17%, -5%, u, u
CCn1c(-c2ccccc2)csc1=Nc1ccc(S(=O)(=O)O)cc1
 : u, u, 6%, 4%, -39%, 3.8µM*, -14%, -9%, 0%, 0%, 1
O=C(O)c1cccc(S(=O)(=O)Nc2ccccc2-c2ccccc2)c1
 : 3%, -3%, -3%, 27%, -1%, -15%, -4%, -19%, 1%, 0%, 2
CCOC(=O)COc1ccccc1/C=N\NC(=O)c1cc2c(ccc3ccccc32)o1
 : -4%, 0%, -16%, -23%, -39%, 24µM*, -7%, 3%, 1%, -1%, 2
Cc1ccc(OCCCSc2n[nH]c(N)n2)cc1
 : -2%, 5%, u, 6%, u, u, 8%, -10%, 1%, 12%, u
Cc1c(NC(=S)SCc2ccccc2)c(=O)n(-c2ccccc2)n1C
 : -7%, -1%, 29%, u, -7%, 2%, 2%, -10%, -3%, 0%, 0
Clc1ccc(CNc2ccccn2)cc1
 : 8%, 29%, u, 11%, 43%, u, 11%, u, -14%, 11%, 4
Cn1c(=O)c2c(nc(-c3ccccc3)n2C)n(Cc2ccccc2)c1=O
 : 1%, -4%, -19%, 26%, -11%, 4%, u, -1%, 2%, -2%, 18
COc1ccc(C(=O)Oc2ccc(/C=N/O)cc2)cc1
 : 1%, -5%, u, 11µM*, 6%[1.84 µM], 6µM*, 17%, 11µM*, 2%, 8%, 18
CCn1c2ccccc2c2cc(NC(=O)COC(=O)c3ccccc3O)ccc21
 : 1%, -3%, 3%, -2%, -34%, 1%, 5%, 5%, -2%, u, 1
COCCCn1c(=O)c2ccccc2n(Cc2ccccc2)c1=O
 : 2%, -3%, -2%, u, -8%, 1%, x, 25%, 1%, 1%, 5
CCOc1ncccc1C(=O)Nc1ccc(-c2ccc3nnc(C)n3n2)cc1
 : -12%, 8%, u, 4%, 8%, -2%, -2%, 0%, -1%, 4%, u
CCCOC(=O)c1ccc(NC(=O)c2ccoc2C)cc1
 : 3.2µM*, 1.6µM*, u, u, u, 9.5µM*, u, -13%, -8%, 15%, -1
Cc1ccc(C(=O)N2C(=O)C(c3ccccc3)Oc3ccccc32)cc1 (stereo not given)
 : 2%, -5%, u, 1%, -23%, 5%, 0%, -7%, 0%, -14%, 4
CS(=O)(=O)CC(=O)Nc1ccc2nc3n(c(=O)c2c1)CCCCC3
 : 4%, -1%, 0%, 32%, -15%, -4%, 1%, -4%, 2%, -19%, 4
CCOc1cccc(C2C(C(=O)c3ccco3)=C(O)C(=O)N2c2nnc(C)s2)c1 (stereo not given)
 : -6%, 14%, u, x, 29%, 1%, 23%, x, 4%, 5%, 10
NC(=O)CSc1nnc(-c2ccccn2)n1N
 : 0%, -5%, -2%, -22%, 0%, -1%, 0%, -9%, 2%, 0%, -1
Cc1cc(C(=O)N=Nc2c(O)n(C(C)C)c3ccccc23)n[nH]1
 : 4%, 19%, -24%, 11µM*, 13%, -10%, 3%, u, 1%, -1%, 1
COc1ccc(-c2cn3cccnc3n2)cc1NC(=O)C(C)Oc1ccccc1 (stereo not given)
 : -1%, -8%, u, -1%, 4%, 27µM*, 1%, -2%, -4%, -4%, 5
COC(=O)c1ccc2c(=O)[nH]c(COC(=O)c3[nH]c(C)c(C(C)=O)c3C)nc2c1
 : x, x, 5.8µM*, x, -46%, x, 7%, x, -5%, -5%, x
O=C(NC(=S)NC12CC3CC(CC(C3)C1)C2)c1ccc(F)cc1
 : x, x, u, x, 49%, x, u, x, 1%, 12%, x
Cc1cc(F)ccc1NC(=O)Nc1ccc2c(c1)OCO2
 : 25%, 29%, u, -4%, 26%, -4%, u, 0%, -16%, u, 24
CCOC(=O)N1CCN(CCC(=O)Nc2cc(C)ccc2C)CC1
 : 0%, 11%, -4%, 6%, -20%, 0%&-8%, u, -3%, 0%, -17%, -2
Cc1c(NC(=O)COC(=O)C(c2ccc(Cl)cc2)C(C)C)c(=O)n(-c2ccccc2)n1C (stereo not given)
 : -7%, -1%, u, 19%, -37%, 1%, 0%, -10%, 2%, -10%, -3
CCOc1ccc(NC(C)c2cc(Cl)ccc2O)cc1 (stereo not given)
 : -1%, 2%, -7%, -9%, -9%, 5%, -4%, -17%, -10%, 1%, 2
COc1cc(C(=O)NCc2nnc(SCC(=O)NCc3ccccc3)o2)cc(OC)c1OC
 : -4%, 1%, -8%, 5%, -14%, -1%, -6%, 1%, -5%, 4%, -1
O=c1cc(O)nc(SCc2ccc(Cl)cc2)[nH]1
 : 2%, 1%, 6%, 20%, 9%, -1%, 12%, 1%, -2%, -2%, -2
O=C(COC(=O)CN1C(=O)C2CCCCC2C1=O)NCc1ccc(Cl)cc1Cl (stereo not given)
 : -2%, -5%, 5%, x, 3%, -15%, 0%, x, -1%, 0%, 5
O=C(Nc1nccs1)c1ccc(-c2ccc([N+](=O)[O-])cc2)o1
 : 1.8µM*, 1.4µM*, u, -26%, 3.2µM*, 6µM*, 13%, -1%, 1%, u, 2
O=C1NCCOC(=O)[C@H](Cc2ccc(F)cc2)C/C=C\C[C@H]1CC(=O)N(CCO)Cc1ccccc1
 : x, x, u, x, -7%, x, 1%, x, -9%, -5%, x
Cc1cccc(C)c1NC(=O)Nc1ccc2c(c1)OCO2
 : 3%, -7%, 15%, 7%, 12%, 4%, 6%, -2%, -1%, 8%, 6
CCCOc1cc(C)c(S(=O)(=O)N2CCOCC2)cc1C
 : -1%, 0%, 10%, 7%, x, 1%, 0%, 27%, -1%, 3%, 5
Cc1c(NC(=O)C(C)OC(=O)c2cc3c4ccccc4n(C)c3s2)c(=O)n(-c2ccccc2)n1C (stereo not given)
 : 3%, -4%, -24%, -3%, -19%, -18%, 0%, -5%, 1%, 1%, 1
Cc1ccc(C(=O)CC2SC(N)=NC2=O)cc1 (stereo not given)
 : -1%, -4%, u, 9%, 13%, -9%, -3%, 8%[0.365 µM], 3%, 0%, -4
C=C(C)C1Cc2c(C)nn(-c3cccc4ccccc34)c2C1 (stereo not given)
 : -2%, 4%, -22%, 14µM*, -59%, 0%, -4%, u, 4%, 0%, -3
COc1cccc(CCNC(=O)c2cccc(NC(=O)C3=C(C)OCCS3)c2)c1
 : -2%, 0%, 21µM*, 37%, -13%, u, -7%, -17%, -4%, -1%[9.26 µM], -7
COc1ccc(-c2nc3c(-c4ccc(Cl)cc4)cnn3cc2C)cc1F
 : -8%, -3%, u, -3%, 0%, 0%, -2%, -5%, -10%, 1%, -1

# Screening results from PubChem.
